FXIIa mix inh: inhibitors of human coagulation factor XIIa, pooled mixtures | P00748 | AID 684 | actives 0.2% (n = 62,000) | purified FXIIa, fluorogenic substrate | inhibition, % at 5 µM;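 further: 0% = enzyme without compound and 100% = no enzyme blank; some results filed as inactive read as strong as hits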
CatS block: inhibitors of human cathepsin S. recombinant cathepsin S, AMC dipeptide fluorescence, pooled mixtures. inhibition, %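 (tested at 5 µM per compound within 10-compound mixtures)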. actives 0.06% (n = 62,000). P25774; in the data active means inhibition above about 32%, passing the limit was not always enough; inconclusive means no clear call, values can overlap the other calls;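 further: 0% = enzyme without compound and 100% = blank without enzyme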
FXIa mix inh: inhibitors of human coagulation factor XIa, pooled mixtures; P03951; purified FXIa, fluorogenic substrate; inhibition, % at 5 µM; actives 0.19% (n = 62,000); AID 680;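 further: each value is inhibition by a whole ten-compound pool holding the compound; 0% = enzyme with no mixture and 100% = wells lacking enzyme; strong numbers were not always called active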
Target sequence (P03951 19-387 limits assumed): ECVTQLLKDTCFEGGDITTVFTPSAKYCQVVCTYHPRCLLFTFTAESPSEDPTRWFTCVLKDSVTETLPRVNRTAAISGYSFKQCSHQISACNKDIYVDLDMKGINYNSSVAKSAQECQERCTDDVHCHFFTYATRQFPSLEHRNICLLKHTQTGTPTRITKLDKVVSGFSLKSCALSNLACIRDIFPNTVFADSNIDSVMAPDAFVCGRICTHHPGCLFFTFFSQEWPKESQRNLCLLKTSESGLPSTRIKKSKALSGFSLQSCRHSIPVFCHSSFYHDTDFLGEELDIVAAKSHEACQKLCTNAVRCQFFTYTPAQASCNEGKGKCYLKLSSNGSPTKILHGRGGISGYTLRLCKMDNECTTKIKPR
Target sequence (P03951 388-625 limits assumed): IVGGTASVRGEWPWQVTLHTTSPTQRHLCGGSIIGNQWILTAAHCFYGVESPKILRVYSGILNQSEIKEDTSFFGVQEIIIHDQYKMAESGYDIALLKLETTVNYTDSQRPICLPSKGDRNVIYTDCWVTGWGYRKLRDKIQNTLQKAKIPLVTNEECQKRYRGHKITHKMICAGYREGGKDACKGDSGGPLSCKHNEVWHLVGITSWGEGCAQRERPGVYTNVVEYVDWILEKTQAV
CatB inh: blocks human cathepsin B protease activity | purified cathepsin B, fluorogenic substrate, fluorescence | P07858 | actives 0.1% (n = 63,000) | inhibition, %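 (tested at 10 µM)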; in the data active means inhibition above about 21%;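 further: 0% = enzyme with no compound and 100% = no enzyme blank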
CatG inh: blocks human cathepsin G enzyme activity. purified enzyme, AMC-tetrapeptide fluorescence, pooled mixtures. inhibition, % at 5 µM (by protocol). actives 0.2% (n = 62,000);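 active means inhibition above 20% in each of the two mixture wells holding the compound; inactive means inhibition of 20% or less in either well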;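 further: 0% = enzyme control without mixture and 100% = blank lacking enzyme; strong numbers were not always called active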
Target sequence (P08311 21-244 limits assumed): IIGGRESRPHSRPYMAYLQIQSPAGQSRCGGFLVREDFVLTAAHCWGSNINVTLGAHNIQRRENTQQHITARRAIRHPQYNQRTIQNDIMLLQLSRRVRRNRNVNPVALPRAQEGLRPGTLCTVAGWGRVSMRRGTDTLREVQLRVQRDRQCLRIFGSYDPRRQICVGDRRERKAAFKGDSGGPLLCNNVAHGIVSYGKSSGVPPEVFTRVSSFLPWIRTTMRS
CatB mix inh: inhibitors of human cathepsin B in compound mixtures; Purified cathepsin B, AMC dipeptide fluorescence; inhibition, %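 (ten-compound pools at 5 µM per compound and 50 µM total)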; actives 0.06% (n = 62,000); AID 488; in the data active means inhibition above about 22%, passing the limit was not always enough; inconclusive means no clear call, values can overlap the other calls;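 further: 0% = enzyme without compound and 100% = no enzyme blank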
CatL inh: blocks human cathepsin L protease activity | AID 460 | inhibition, %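 (tested at 10 µM)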 | actives 0.17% (n = 58,000) | purified cathepsin L, fluorogenic substrate, fluorescence; in the data active means inhibition above about 45%;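 further: 0% = enzyme with no compound and 100% = no enzyme blank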
C1s inh: blocks human complement C1s protease activity | purified C1s, fluorogenic AMC substrate, pooled mixtures | mean inhibition % of two 10-compound mixtures (hits give high values), % at 5 µM (by protocol) | actives 0.16% (n = 62,000);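 active means inhibition above 20% in each of the two 10-compound mixture wells holding the compound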;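 further: 0% = enzyme wells lacking compound mixture and 100% = no-enzyme blank wells; some compounds called inactive have numbers as strong as hits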
AP complement: orthogonal test for alternative complement pathway inhibitors | actives 0.08% (n = 62,000) | inhibition, % at 5 µM | Human serum alternative complement pathway, LPS-coated ELISA, C3 deposition; tested in compound mixtures | AID 1235;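 active means inhibition above 30% in each of the two pooled mixtures holding the compound, so the lower value exceeds 30%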;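 further: 0% = serum in Mg-EGTA without compound and 100% = EDTA serum blank; some compounds past the cut are filed as inactive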
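Assay system: human serum alternative complement pathway, C3 deposition on LPS-coated wells; Dosing: 5 µM per compound in ten-compound mixtures; Detection: Anti-C3 ELISA, OD 450 nm; Buffer or medium: Mg2+-EGTA GVB++ buffer containing human serum at 1:15 dilution; Timing: 1 h at 37 °C; Replication: two different pools per compound.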
* marks the source's active call; other numbers are inactive results; ? = inconclusive; / = no result given. Unless noted, no stated cut-off is given here; in the data, active means inhibition above about 20% (passing the limit was not always enough); inactive means the rest. This is a subset (hit frequency here may not be typical).

mol	AP complement	FXIa mix inh	CatL inh	CatG inh	CatB inh	CatB mix inh	CatS block	C1s inh	FXIIa mix inh
COc1ccc(S(=O)(=O)NCC(c2cccnc2)N2CCN(c3ccccc3OC)CC2)cc1C (centres undefined)	-5.1	-4.1	2.5	-13.7	-0.1	-0.7	-0.4	-30.2	0.6
CCOc1cc(C2C3=C(CCCC3=O)NC3=C2C(=O)CCC3)ccc1OCCO	-3.5	-9.3	4.4	-1.8	-1.8	-1.0	-8.5	-21.1	3.8
CC1CCCCN1C(=O)CSc1nc(C2CC2)nc2c1cnn2-c1ccccc1 (centres undefined)	7.9	6.4	6.4	-1.7	1.3	0.2	5.8	-0.4	2.7
COC(=O)CSc1nc2cc(Cl)ccc2c(=O)n1C1CCCC1	13.4	4.4	1.6	-3.8	0.8	-2.0	-7.8	-2.9	6.7
Cc1cccc(OCC2=NS(=O)(=O)c3ccccc3N2)c1	-0.7	-1.1	8.3	12.2	1.9	1.4	14.0	0.9	-2.4
O=C(O)CCn1c(C2CCCCC2)nc2ccccc21	-7.2	1.9	6.9	2.2	-0.8	-1.1	6.0	4.2	6.7
Cc1ccccc1N1CCN(c2ncnc3c2cnn3Cc2ccc(Cl)cc2)CC1	17.2	5.5	6.0	-0.9	-3.9	0.3	-5.2	-1.2	-18.5
Cc1cccn2c(=O)c3cc(C(=O)NCc4ccccn4)n(C)c3nc12	-3.9	-5.9	-16.6	-13.8	-5.3	-6.2	-3.0	-45.1	-16.5
CCn1ncc(C2=NOC(C(=O)NCCc3ccccc3)C2)c1C (centres undefined)	13.9	0.4	0.3	5.5	0.9	4.0	-2.1	-1.5	-0.1
CCOC(=O)c1oc2ccccc2c1NC(=O)CN1CCN(C)CC1	9.7	5.2	-2.1	-1.4	-4.4	4.4	-3.8	0.2	-19.7
Cc1ccccc1NC1=NC(C)(C)N=C(N)N1	2.7	0.9	13.7	4.9	0.5	1.7	2.3	-16.3	3.7
CCn1c2ccccc2c2cc(C3C(C#N)=C(C)NC(C)=C3C#N)ccc21	4.5	-11.4	-24.7	-0.6	2.8	4.2	23.0	-9.9	0.7
O=C(NCC1COc2ccccc2O1)c1ccc(NC(=O)C2CCCO2)cc1 (centres undefined)	11.8	1.4	-5.0	-1.8	-5.6	2.6	-1.5	0.2	2.3
O=C(COC(=O)C1CCCO1)Nc1cccc(C(F)(F)F)c1 (centres undefined)	0.6	4.2	/	-6.2	7.0	1.3	10.8	-15.6	-0.9
COc1ccc(N(C(=O)c2cccnc2)S(=O)(=O)c2ccc3c(c2)n(C)c(=O)n3C)cc1	21.2	7.2	-9.2	-2.3	-2.5	-4.2	-5.7	0.9	-15.1
Cn1c(SCC(=O)O)nnc1C1CCCCC1	-13.6	-5.7	5.3	-13.1	1.7	-0.4	17.9	20.5	11.7
CCCCN1C(=O)c2ccc(C(=O)Nc3c(N)n(CCCC)c(=O)n(C)c3=O)cc2C1=O	-10.3	1.4	14.6	-0.5	-3.9	-5.2	2.4	-17.5	-0.2
Cc1cc(C)n(-c2nc(-c3cccc(Cl)c3)cs2)n1	3.7	1.0	/	-3.2	8.8	4.8	4.9	-13.2	-18.8
O=C(CCSc1ccc(F)cc1)Nc1ccc(-n2cnnn2)cc1	14.8	11.2	-1.1	-1.2	0.7	6.3	1.5	-27.0	3.2
O=C1c2ccncc2C(=O)N1C1CCCCC1	11.0	3.8	1.1	5.8	1.9	0.5	-1.0	3.6	10.9
O=S(=O)(c1cccc(-c2nnc(SCc3nc4ccccc4s3)o2)c1)N1CCOCC1	20.9	-6.5	9.7	17.1	5.9	2.2	8.9	-11.8	0.0
Cc1[nH]nc2c1C(c1ccc(F)cc1)C1=C(CC(C)(C)CC1=O)N2 (centres undefined)	8.0	4.5	-9.6	5.1	2.1	4.8	-3.0	0.6	0.9
O=C(COC(=O)Cn1cnc2ccccc21)Nc1ccc2c(c1)OCCO2	5.8	5.8	7.2	9.2	3.7	5.1	12.3	8.8	1.6
CCCc1cc(=O)n2[nH]c(-c3ccc(C)cc3)cc2n1	6.2	7.3	-12.6	7.1	-0.3	1.9	-1.9	11.7	2.1
COC(=O)C1=C(NC(=O)c2cccc(OC)c2)CCS1	10.2	0.7	25.8	6.7	3.1	2.6	6.1	2.1	-18.3
Cc1ccc2c(c1)C1OCCC1C1N2C(=O)C2C(C(=O)O)C3C=CC21O3 (centres undefined)	16.7	7.5	6.7	6.1	6.0	3.2	-0.1	6.1	3.8
O=C(CCc1ccccc1)Nc1nc2ccc(S(=O)(=O)N3CCOCC3)cc2s1	12.0	0.7	5.3	7.6	8.6	2.3	4.2	3.3	-0.4
CCN(CC)c1nc(N)c2c(N)nc3c(c2c1C#N)CC(c1ccccc1)O3 (centres undefined)	11.7	0.7	-14.1	4.3	4.3	2.1	-4.0	-11.4	10.7
O=C1CC(N2CCN(c3ccc(Cl)c(Cl)c3)CC2)C(=O)N1 (centres undefined)	10.2	6.1	-2.2	5.5	0.4	3.9	-1.4	7.2	53.5*
CCCNC(=O)CS(=O)(=O)Cc1nc(-c2ccccc2C)oc1C	3.9	4.4	/	-1.3	0.5	-1.6	4.0	0.8	5.0
CCOC(=O)c1c(NC(=O)CSc2nnc(-c3ccccc3C)n2C)sc(C(C)=O)c1C	-1.3	7.7	6.9	-0.8	1.8	-1.0	13.8	-19.8	4.6
CCN1C(=O)C(CC(=O)N2CCN(C(c3ccccc3)c3ccccc3)CC2)N(CC)C1=O (centres undefined)	17.6	-2.9	3.5	5.7	4.1	2.7	-1.9	-22.8	4.8
COc1cc(OC)cc(C(=O)NC2CCN(Cc3nnnn3Cc3cccs3)CC2)c1	7.9	3.2	-8.3	9.1	-1.7	5.1	0.7	13.9	5.3
COC(=O)c1cc(NC(=O)C2CC=CCC2C(=O)O)cc(C(=O)OC)c1 (centres undefined)	10.6	0.3	-4.4	11.4	0.0	-10.5	-7.3	0.5	-16.0
O=C(NCc1ccco1)c1cc2n(n1)C(C(F)(F)F)CC(c1ccc(Cl)c(Cl)c1)N2 (centres undefined)	14.7	3.2	1.9	4.8	0.4	-4.3	-3.3	0.8	11.7
CCOc1cc(C(=O)Nc2ccon2)cc(OCC)c1OCC	10.0	2.3	1.9	-5.2	1.8	3.8	-10.2	1.3	5.7
O=C(CNS(=O)(=O)c1cccs1)Nc1ccc2c(c1)OCCO2	13.5	7.1	-3.1	-1.1	-8.9	3.7	-3.8	3.0	7.6
O=C(CSc1nc2ccccc2[nH]1)N1CCCCC1	11.6	1.5	6.2	1.6	-1.5	6.7	3.7	-1.2	-20.4
CN1CCN(C(=O)c2ccc3c(c2)NC(=O)C(C)(C)O3)CC1	6.4	6.7	19.1	9.3	5.3	3.0	-0.7	12.8	-2.6
COc1ccc(N/C(=N\c2nc(C)cc(C)n2)NC(C)=O)cc1OC	18.4	2.2	3.4	2.3	-1.4	-3.5	13.9	0.1	3.2
CSCCC(NC(=O)c1ccc(C)o1)C(=O)O (centres undefined)	13.5	4.6	-1.7	1.4	-1.2	5.5	-6.4	1.4	-24.2
Cc1cc(C(=O)NCC2CCCO2)n(-c2ccccc2)n1 (centres undefined)	8.2	-7.5	/	-0.4	-2.3	3.1	4.0	-5.8	-18.1
C=CCn1cnc2c(c1=O)c1nc3ccccc3nc1n2Cc1ccccc1	8.6	-1.5	10.8	8.0	0.0	-2.9	-4.2	-6.8	2.0
CCCC(=O)N1CCN(c2ccc(NC(=O)c3ccccc3)cc2)CC1	12.8	9.8	4.7	7.9	6.0	2.0	-17.4	11.3	-0.5
Cc1cc(NC(=O)CSc2nc3sc4c(c3c(=O)n2C)CCCC4)no1	11.1	4.0	17.8	30.7	1.5	-1.5	2.0	16.8	10.1

Compound profiles, from the list above:
`Cc1cc(C(=O)NCC2CCCO2)n(-c2ccccc2)n1` (centres undefined) is listed with AP complement: 8.2; FXIa mix inh: -7.5; CatL inh: /; CatG inh: -0.4; CatB inh: -2.3; CatB mix inh: 3.1; CatS block: 4.0; C1s inh: -5.8; FXIIa mix inh: -18.1
`O=C(NCc1ccco1)c1cc2n(n1)C(C(F)(F)F)CC(c1ccc(Cl)c(Cl)c1)N2` (centres undefined) is listed with AP complement: 14.7; FXIa mix inh: 3.2; CatL inh: 1.9; CatG inh: 4.8; CatB inh: 0.4; CatB mix inh: -4.3; CatS block: -3.3; C1s inh: 0.8; FXIIa mix inh: 11.7

Further compounds.
mol	AP complement	FXIa mix inh	CatL inh	CatG inh	CatB inh	CatB mix inh	CatS block	C1s inh	FXIIa mix inh
COc1cccc(-n2nnc3c(=O)n(Cc4ccc(C)cc4)cnc32)c1	11.7	4.8	19.9	2.2	0.4	-1.7	4.8	3.7	-0.1
Cc1ccc2nc(Cc3ccc(N)cc3)oc2c1	15.4	-0.6	/	7.3	2.6	-3.0	2.7	-8.3	10.3
CCC(c1nnnn1C1CCCC1)N1CCN(c2ccccc2F)CC1 (centres undefined)	0.4	4.9	20.9	3.7	4.9	-1.7	-4.0	13.0	1.4
Cn1c2ccccc2c(=O)n2c(=O)c3ccccc3cc12	2.7	10.8	/	9.9	7.7	9.2	?	13.4	3.5
Cc1cccc(N2CCN(C(=O)COc3cc(=O)n(C)c4ccccc34)CC2C)c1 (centres undefined)	22.8	6.0	2.3	1.2	-7.1	4.9	-1.1	1.5	8.9
CCOC(=O)c1ccc(NC(=O)Cn2nnc(-c3ccccc3)n2)cc1	12.6	13.4	12.9	53.2	-2.1	3.6	6.1	14.3	-15.2
CCOC(=O)c1ccc(NC(=O)N2CCN(Cc3cccc(F)c3)CC2)cc1	-4.2	2.7	7.1	6.9	7.5	3.1	10.4	-8.8	7.5
COC(=O)c1[nH]c2ccc(C)cc2c1NC(=O)CN1CCCCC1C (centres undefined)	9.7	2.4	-5.5	-1.1	-6.3	3.3	-6.2	-32.5	2.0
